Assay outcomes: PubChem, National Center for Advancing Translational Sciences (NCATS)
IDH1 R132H inh = human IDH1 R132H inhibition; O75874; IDH1-R132H enzyme, NADPH consumption, diaphorase/resazurin fluorescence; Potency, µM (top dose mostly 76.6 µM), inactives show at the highest dose activity change, negative = inhibition, most hits filed as inhibitors; 390,000 tested, 0.093% active; note: % is set by controls: 0 for no effect and ±100 for the full control effect; nearly all actives have a fitted effect of over 65% in size
Target sequence (O75874 whole entry R132H, stated change not applied): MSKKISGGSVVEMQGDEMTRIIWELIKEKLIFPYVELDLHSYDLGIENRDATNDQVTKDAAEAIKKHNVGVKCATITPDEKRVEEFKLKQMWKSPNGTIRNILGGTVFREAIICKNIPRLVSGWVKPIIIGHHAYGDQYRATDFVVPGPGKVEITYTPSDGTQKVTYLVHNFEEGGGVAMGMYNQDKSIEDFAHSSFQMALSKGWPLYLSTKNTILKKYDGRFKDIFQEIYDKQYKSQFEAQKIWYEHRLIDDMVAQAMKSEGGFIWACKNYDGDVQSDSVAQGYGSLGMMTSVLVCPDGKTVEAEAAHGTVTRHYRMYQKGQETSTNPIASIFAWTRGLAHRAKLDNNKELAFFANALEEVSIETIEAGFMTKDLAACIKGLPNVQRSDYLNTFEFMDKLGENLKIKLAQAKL
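IDH1-R132H (0.5 ug/mL dispensed) in pH 7.5 Tris buffer was preincubated 30 min with compound, then given a substrate mix of 0.016 mM NADPH and 2 mM alpha-KG for 80 min at room temperature; remaining NADPH was read by diaphorase/resazurin fluorescence.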
12-LOX inh = ALOX12 (human) lipoxygenase inhibition; P18054; purified 12hLO, xylenol orange hydroperoxide absorbance; Potency, µM (titrated, usually from 108 µM), without a hit: at the top dose activity change, negative = inhibition, usual class: inhibitors; 580,000 tested, 1.1% active; note: % is set by controls: 0 for no effect and ±100 for the full control effect
Target sequence (P18054 whole entry, looked up): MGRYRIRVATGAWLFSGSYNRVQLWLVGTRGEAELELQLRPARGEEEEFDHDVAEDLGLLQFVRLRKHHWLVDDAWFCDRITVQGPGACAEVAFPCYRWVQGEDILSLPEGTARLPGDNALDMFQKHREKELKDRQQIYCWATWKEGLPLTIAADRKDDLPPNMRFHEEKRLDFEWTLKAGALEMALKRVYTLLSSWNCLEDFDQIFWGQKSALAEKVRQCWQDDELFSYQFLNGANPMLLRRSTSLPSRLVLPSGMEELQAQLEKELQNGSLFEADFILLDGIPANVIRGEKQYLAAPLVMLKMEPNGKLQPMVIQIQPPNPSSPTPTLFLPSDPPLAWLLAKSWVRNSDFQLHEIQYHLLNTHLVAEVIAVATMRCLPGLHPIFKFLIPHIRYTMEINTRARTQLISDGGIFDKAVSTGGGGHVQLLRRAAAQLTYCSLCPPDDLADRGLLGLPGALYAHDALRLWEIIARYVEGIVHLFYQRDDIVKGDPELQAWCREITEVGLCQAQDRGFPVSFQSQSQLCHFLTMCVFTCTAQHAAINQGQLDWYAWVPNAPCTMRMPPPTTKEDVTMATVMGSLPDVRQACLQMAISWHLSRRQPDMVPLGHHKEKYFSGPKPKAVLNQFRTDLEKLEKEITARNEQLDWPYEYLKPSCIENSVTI
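Purified human 12hLO (150 nM final) in 25 mM Hepes, 0.01% Triton X-100, pH 7.0 was preincubated 15 min at room temperature with compound. Then 40 uM arachidonic acid was added, 30 min. Hydroperoxide was read by Fe-XO absorbance ratio 573/405 nm.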
RGS4 inhibitor = human RGS4 inhibition; P49798; Transcreener GDP fluorescence polarization, RGS4-accelerated GTP hydrolysis; Potency, µM (doses to about 114 µM), for the others: at the top dose activity change, negative = inhibition, usual class: inhibitors; 390,000 tested, 0.039% active; AID 504845; note: % is set by controls: 0 for no effect and ±100 for the full control effect; nearly all actives have a fitted effect of over 75% in size; some results filed as inactive show a strong effect at the top dose
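MLSMR compounds (23 nl, pin-transferred) preincubated 10 min at room temperature with a 500nM (2x) first reagent, then RGS4 at 900nM (2x) plus Transcreener GDP mix added; fluorescence polarization (620/688 nm) read before and after 90 min at 30 °C.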
Vif-A3G inh = inhibitors of Vif-APOBEC3G interaction; Q9HC16; 410,000 tested, 0.076% active; Potency, µM (titrated, usually from 46.1 µM), for the others: at the top dose activity, negative = active, most hits filed as inhibitors; HeLa A3G-eYFP + Vif (tagged APOBEC3G with the HIV-1 protein that degrades it), YFP fluorescence, overnight; AID 602310;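 note: % is set by controls: 0 for no effect and ±100 for the full control effect; nearly all actives have a fitted effect of over 60% in size; hits raise eYFP signal because A3G escapes Vif-driven loss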
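Read-out is eYFP fluorescence (Ex 488/Em 500-530) from Vif-expressing HeLa A3G-eYFP cells; more signal means A3G escaped Vif-mediated degradation. Cells plated overnight, compound pinned in, incubated overnight at 37 deg C.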
Vif-APOBEC3F blk = inhibitors of Vif-A3F interaction | 390,000 tested, 0.2% active | Potency, µM (doses to about 46.1 µM), for inactives: top-dose activity, negative = active | HeLa A3F-eYFP + Vif (tagged APOBEC3F with the HIV-1 protein that degrades it), YFP fluorescence increase; note: % of control where 0% means no effect; nearly all actives have a fitted effect of over 65% in size
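HeLa cells stably expressing Vif plus C-terminally eYFP-tagged A3F were seeded, incubated overnight at 37 deg C, dosed with compound, incubated overnight again at 37 deg C. Yellow fluorescence (Ex 488/Em 500-530) reported blocked Vif-mediated A3F-eYFP degradation.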
USP1-UAF1 inh = inhibitors of human USP1/UAF1 deubiquitinase; recombinant USP1/UAF1, Ub-Rhodamine cleavage fluorescence; Potency, µM (top dose mostly 57.1 µM), without a hit: at the top dose activity change, negative = inhibition, most hits filed as inhibitors; 390,000 tested, 0.23% active; AID 743255; note: % is set by controls: 0 for no effect and ±100 for the full control effect; nearly all actives have a fitted effect of over 60% in size; inactives centre near -12
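USP1/UAF1 complex at 1 nM was preincubated with compound for 15 min at room temperature, then Ub-Rho substrate (150nM final) was added. Fluorescence (480/540 nm) was read kinetically, 6 reads every 60 seconds.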
rTrxR1 inhibitor = rat TrxR1 inhibition; Potency, µM (doses to about 114 µM), inactives show at the highest dose activity change, negative = inhibition, usual class: inhibitors; O89049; recombinant rTrxR1, NADPH fluorescence consumption, selenite substrate; 390,000 tested, 1% active; AID 588453; note: % is set by controls: 0 for no effect and ±100 for the full control effect; nearly all actives have a fitted effect of over 65% in size
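Rat TrxR1 (90 nM in the dispensed reagent) was pre-reduced with 400 uM NADPH for 5 min at room temperature, then incubated with compound for 15 min. After 400 uM selenite was added, NADPH fluorescence (Ex 340/Em 450 nm) was followed for 8 min.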
TrxR1 substrate = is turned over as a substrate by rat TrxR1. O89049. purified TrxR1 substrate turnover, NADPH consumption readout. Potency, µM (top dose mostly 114 µM), without a hit: at the highest dose activity change, negative = substrate turnover. 390,000 tested, 0.01% active; note: % is set by controls: 0 for no effect and ±100 for the full control effect; nearly all actives have a fitted effect of over 50% in size
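Rat TrxR1, dispensed at 90 nM, was prereduced with 400 uM NADPH (final) for 5 min at ~22 deg C, then incubated with compound 15 min before 400 uM selenite. A first-read NADPH fluorescence drop versus no-compound background flagged substrates.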
RXFP1 agonist = RXFP1 (human) receptor agonism; HEK293T-RXFP1 cAMP TR-FRET, 30 min; response scale: percent of porcine relaxin response, buffer zero; Q9HBX9; Potency, µM (highest dose often 57.5 µM), inactives show at the highest dose activation, most hits filed as activators; 370,000 tested, 0.3% active; AID 2676; note: % is set by controls: 0 for no effect and ±100 for the full control effect; nearly all actives have a fitted effect of over 60% in size; many of its hits are not listed in these tables
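HEK293 cells stably expressing RXFP1, treated 30 min at 37C with compounds plus PDE4 inhibitor Ro 20174; cAMP measured by HTRF TR-FRET. Normalized to buffer and 29 nM porcine relaxin; EC50 by Hill fit.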
* marks the source's active call; other numbers are inactive results; ? = inconclusive; / = no result given; & = joins results of further samples; [ ] = another dose, or the depositor's remark. Calls come from the whole dose curve; as a rule, active = well fitted curve in the direction sought with a large enough effect; inconclusive = small, poorly fitted or top-dose-only effect, or another doubt; inactive = no such curve, though single readings can be large; an effect the other way counts as inactive or inconclusive. Potency is the fitted concentration of half-maximal effect.

The opening six compounds, ahead of the listing:
SMILES	IDH1 R132H inh	12-LOX inh	RGS4 inhibitor	Vif-A3G inh	Vif-APOBEC3F blk	USP1-UAF1 inh	rTrxR1 inhibitor	TrxR1 substrate	RXFP1 agonist
O=S(=O)(c1ccccc1Br)N1CCN(c2ncccn2)CC1	3%	-21%	1%	-5%	-1%	-8%	31%[activator][57.1 µM]	6%[57.1 µM]	4.4%
Cc1ccc(N2C(=O)C3C4C=CC(CNC(=S)N5CCN(c6ccccn6)CC5)(O4)C3C2=O)cc1 (stereo not given)	-2%	-10%	?	-1%	0%	-20%	11µM*	5%	?
CS(=O)(=O)Nc1cccc(C(=O)CC2(O)C(=O)Nc3ccccc32)c1 (stereo not given)	1%	0%	9%	-3%	-4%	0%	5%	-1%	1.0%
Cc1ccccc1NC(=O)CN1C(=O)COc2ccc(S(=O)(=O)N3CCCC3)cc21	15%	0%	0%	-6%	-2%	-18%	16%	1%	0.2%
CCc1ccc(Oc2cc(C)nc(N)n2)cc1	3%	0%	-4%	0%	-8%	0%	-10%	-8%	1.8%
COc1ccc(C(=O)NC2CCCc3c2cnn3-c2ccccc2F)o1 (stereo not given)	1%	-21%	-28%	-5%	-4%	-18%	8%	-2%	-1.9%

The list itself (from the top)
SMILES	IDH1 R132H inh	12-LOX inh	RGS4 inhibitor	Vif-A3G inh	Vif-APOBEC3F blk	USP1-UAF1 inh	rTrxR1 inhibitor	TrxR1 substrate	RXFP1 agonist
O=S(=O)(c1ccccc1Br)N1CCN(c2ncccn2)CC1	3%	-21%	1%	-5%	-1%	-8%	31%[activator][57.1 µM]	6%[57.1 µM]	4.4%
Cc1ccc(N2C(=O)C3C4C=CC(CNC(=S)N5CCN(c6ccccn6)CC5)(O4)C3C2=O)cc1 (stereo not given)	-2%	-10%	?	-1%	0%	-20%	11µM*	5%	?
CS(=O)(=O)Nc1cccc(C(=O)CC2(O)C(=O)Nc3ccccc32)c1 (stereo not given)	1%	0%	9%	-3%	-4%	0%	5%	-1%	1.0%
Cc1ccccc1NC(=O)CN1C(=O)COc2ccc(S(=O)(=O)N3CCCC3)cc21	15%	0%	0%	-6%	-2%	-18%	16%	1%	0.2%
CCc1ccc(Oc2cc(C)nc(N)n2)cc1	3%	0%	-4%	0%	-8%	0%	-10%	-8%	1.8%
COc1ccc(C(=O)NC2CCCc3c2cnn3-c2ccccc2F)o1 (stereo not given)	1%	-21%	-28%	-5%	-4%	-18%	8%	-2%	-1.9%
O=C1/C(=C/c2ccc(O)c(O)c2)Oc2cc(O)ccc21	-4%	11µM*	-10%	?	?	-20%	-4%[57.1 µM]	-1%[57.1 µM]	-29%
COc1ccc(OC)c(-c2noc(N3CCN(c4cc(C)ccc4C)CC3)n2)c1	4%	-20%	-5%	2%	3%	-9%	25%	7%	-0.3%
Cc1cc(C)cc(N(CC(=O)Nc2ccc(-c3nc4ccc(C)cc4s3)cc2)S(C)(=O)=O)c1	2%	-17%	-5%	-9%	-12%	-10%	39%[activator][57.1 µM]	76%	4.8%
Cc1ccc(NC(=O)c2cc(S(=O)(=O)N3CCCCC3)c[nH]2)cc1N(C)C	2%	-24%	-16%	0%	2%	-13%	23%	20%	3.3%
CCN(C(=O)CSc1nnc(-c2cccs2)n1CC)C1CCS(=O)(=O)C1 (stereo not given)	9%	17%	-7%	3%	3%	-21%	3%	3%	6.6%
O=C(NCCCCc1ccccc1)c1ccccc1F	0%	11%	-7%	2%	1%	-17%	19%	-1%	-0.5%
O=C(c1ccc2nc3ccc(Cl)cc3c(=O)n2c1)N1CCOCC1	2%	-24%	4%	-3%	-18%	-1%	-14%	192%[activator]	1.4%
CCOc1ccc(N=C2NC(=O)/C(=C/C(=O)OC)S2)cc1	-6%	-23%	-14%	-6%	5%	4%	-8%	-10%	1.7%
Cc1ccc(C(=O)Nc2ccc(S(=O)(=O)NC3=NCCCCC3)cc2)cc1S(=O)(=O)N1CCOCC1	-19%	-23%	6%	1%	1%	-8%	1%	-3%	-0.8%
Cc1ccc(C)c(NC(=O)CN(C)C(=O)c2cccc(S(=O)(=O)N3CCN(Cc4ccccc4)CC3)c2)c1	1%	0%	10%	2%	7%	-7%	-10%	1%	-0.6%
COC(=O)c1sccc1NC(=O)Nc1cccc(C)c1C	3%	34%[activator]	-14%	3%	1%	-22%	7%	-4%	13%
CCOC(=O)CN(C(=O)COc1ccc2c(C)cc(=O)oc2c1)c1ccc(OCC)cc1	-2%	-2%	16%	0%	-19%	-7%	2%	7%	-0.7%
CCOC(=O)Cn1c2ccccc2n2nc(CCC(=O)O)c(=O)nc12	10%	-25%	-15%	1%	-20%	?	20%[57.1 µM]	40%[activator][57.1 µM]	9.6%
O=C(CCCCC(=O)Nc1ccccc1)Nc1ccccc1	2%	11%	8%	-1%	-16%	-1%	8%	2%	-4.0%
CC1(C)CC(=O)C=C(c2cccc(CO)c2)C1	-3%	3%	5%	0%	4%	-17%	38%[activator]	10%	2.1%
O=C(c1ccco1)N1CCCN(Cc2nc(Cc3ccccc3)no2)CC1	-2%	-2%	25%	1%	0%	-9%	4%	0%	1.5%
O=C(N/N=C/c1ccc2c(c1)OCO2)c1ccc(COc2cccc3cccnc23)cc1	11%	0%	-19%	-15%	-19%	-12%	11%	-3%	0.5%
CCOC(=O)[C@@H]1[C@H]2COc3cc(OC)ccc3[C@@H]2N2C(=O)N(c3cccc(F)c3)C(=O)[C@]12C	2%	-3%	-14%	1%	-3%	-22%	?	-6%	0.4%
Cc1occc1C(=O)Nc1cccc(C(=O)O)c1	17%	8%	38%	2%	-6%	-6%	29%	13%	-2.6%
Further compounds follow:
SMILES	IDH1 R132H inh	12-LOX inh	RGS4 inhibitor	Vif-A3G inh	Vif-APOBEC3F blk	USP1-UAF1 inh	rTrxR1 inhibitor	TrxR1 substrate	RXFP1 agonist
Cc1cc(NC(=O)c2cccc(S(=O)(=O)N3CCCCCC3)c2)n(-c2ccccn2)n1	0%	-18%	-1%	0%	2%	-3%	28%[57.1 µM]	13%[57.1 µM]	0.7%
Cc1ccccc1N(C)C(=O)c1noc2c1COc1ccccc1-2	-18%	-11%	-21%	4%	7%	-12%	3%	2%	0.0%
O=S(=O)(NC1CCCCCC1)c1ccc(Br)s1	3%	0%	-17%[11.4 µM]	-1%	-15%	-25%	8%	-3%	0.4%
NC(=O)C1(Nc2ccc(C(=O)O)cc2)CCCC1	4%	22%	7%	0%	3%	5%	-8%	-10%	/
Cc1ccc2nc(Cl)c3cc(C(=O)NC4CCCCCC4)sc3c2c1	-10%	3%	10%	0%	3%	0%	8%	-3%	-0.3%
Cc1ccc(N(C(=O)C(F)(F)F)C(C(=O)NC2CCCCC2)c2ccncc2)cc1C (stereo not given)	-4%	5%	?	0%	-9%	-12%	-34%	-6%	5.2%
O=C(CN1C(=O)NC2(CCCCC2)C1=O)Nc1cc(C(F)(F)F)ccc1N1CCOCC1	0%	1%	-7%	-3%	8%	-7%	13%	0%	1.0%
NC(=O)CC(NC(=O)c1ccc(Br)cc1)c1ccc(N2CCN(c3ccc(F)cc3)CC2)c([N+](=O)[O-])c1 (stereo not given)	4%	?	-24%	-6%	-5%	-21%	11%	-1%	0.0%
CCOC(=O)N1CCC(c2nc(C)sc2C(=O)O)CC1	-5%	0%	32%	-1%	-11%	-2%	22%	6%[57.1 µM]	-0.6%
CCCCN1C(C(=O)c2ccccc2)=C(OC(C)=O)c2ccccc2S1(=O)=O	4%	?	1%	-17%	0%	-5%	1%	-6%	2.7%
COc1ccc2c(C)c(CCC(=O)NC3CC3)c(=O)oc2c1C	1%	12%	-9%	-5%	5%	0%	?	276%[activator]	3.4%
COc1ccc2c(c1)c(=O)c(C(=O)c1ccc(Cl)cc1)cn2CC(=O)Nc1ccc2c(c1)OCCO2	11%	-21%	13%	-2%	-3%	-29%	12%	-3%	25%
CCCC(c1nnnn1Cc1ccco1)N1CCC(C(N)=O)CC1 (stereo not given)	9%	?	14%	1%	-3%	6%	?	0%	2.9%
Cc1cc(N2CCCC2)ccc1NC(=O)COc1ccc(Cl)cc1	2%	?	-40%	-6%	1%	-20%	?	-2%	/
CC1CCCN(S(=O)(=O)CCNC(=O)c2ccc3c(c2)OCO3)C1 (stereo not given)	2%	19%	-4%	0%	-4%	-14%	13%	8%	-1.0%
Cc1cc2c(cc1C)NC(c1cccnc1)C1=C(CC(C)(C)CC1=O)N2 (stereo not given)	0%	95%[activator]	6%	-5%	/	-17%	-9%	-14%	1.0%
COc1ccc(NC(=O)Cn2nnc(C(=O)NCc3cccs3)c2N)cc1	-11%&-4%	-12%&-10%	10%&-23%	0%&-1%	-2%&-6%	-19%&-24%	10%&9%	3%&3%	0.5%&-0.1%
CC(=O)Oc1ccc2c3c(c(=O)oc2c1)CCCC3	-6%	19%	0%	-1%	7%	-24%	9%	20%	9.9%
COc1ccc(C2(C)NC(=O)N(CC(=O)NCc3ccccc3)C2=O)cc1OC (stereo not given)	1%	2%	2%	2%	-11%	-14%	19%	5%	2.4%
O=C(NC1CC1)c1ccc(Cn2c(SCc3ccc(F)cc3)nc3cccnc32)cc1	-3%	0%	-5%	3%	3%	14%	14%	7%	15%

Some of the compounds tested; the hit share may differ from the screen's.
